# Assay outcomes deposited in PubChem BioAssay by Broad Institute.
# Statin myotox sup: suppressors of statin myotoxicity in C2C12 myotubes, primary screen, cell-based, single point, plate reader; C2C12 myotubes + simvastatin, ATP luminescence, 48 h; scaled: DMSO 0, geranylgeraniol control 100; rescue of ATP level, % at 7.49 µM; 0.78% of 330,000 active;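 active = mean ATP rescue above about 67%, or every replicate alone reaching that limit, limit read from the data, passing the limit was not always enough; inconclusive = no clear call, values can overlap the other calls; inactive = mean under the limit and some replicate under it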;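 note: myotubes were challenged with 10 µM simvastatin during compound exposure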
# ARNT-TACC3 inh: disruptors of ARNT/TACC3 protein interaction, primary screen, biochemical, AlphaScreen, single concentration. Transforming acidic coiled-coil-containing protein 3 (Homo sapiens), Q9Y6A5. AlphaScreen His-ARNT PAS-B/GST-TACC3 binding, luminescence; TACC3 fragment carries E629A point mutation. inhibition, % at 9.99 µM. 0.66% of 390,000 active. AID 623870, 2012;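 active = mean inhibition of replicates at least 50% and at least half of replicates each reaching 50%; inconclusive = half or more replicates reach 50% but mean below 50%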;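 note: 0% = complete ARNT plus TACC3 wells and 100% = ARNT alone without TACC3; many hits fall short of the cut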
# Cneo AK release: Cryptococcus neoformans cell lysis inducers, primary screen, AK release luminescence, single concentration; C. neoformans lysis, adenylate kinase release luminescence, 4 h; normalised: neutral wells 0, clomiphene wells 100; lysis activity, % at 15 µM; 0.2% of 360,000 active;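 active = mean lysis activity across replicates of at least 80%, whatever share of replicates individually reach that level; inactive = mean lysis activity below 80%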
#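 Material – log-phase Cryptococcus neoformans yeast cells · Input – 5 × 10^6 yeast cells/mL · Medium – fresh YPD growth medium · Doses – single compound concentration per well · Timing – static 4 h at 37 °C with compound, 1 h detection · Detection – adenylate kinase release luminescence · Read-out – signal increase indicating cell lysis · Control set – Clomiphene as positive lysis control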
# esBAF inh: Bmi1 luciferase reporter increase in mESCs, primary screen, esBAF inhibitor project, mouse ES cells, Bmi1 luciferase knock-in, single point | 24 h; 100% = twice the neutral-well signal | reporter increase, % at 12.5 µM | 2% of 350,000 active | AID 602393, 2012; in the data active = activation above about 40%; inconclusive = no clear call, values can overlap the other calls;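 note: 0% = median of the plate's neutral control wells and 100% = double that signal; a rise in the Bmi1 reporter signal indicates esBAF inhibition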
# SIRT5 block: SIRT5 desuccinylase inhibitors, primary screen, biochemical, fluorescence imaging, single point, set 5 | 1.1% of 330,000 active | inhibition, % at 15 µM | AID 652115, 2013 | NAD-dependent protein deacylase sirtuin-5, mitochondrial (Homo sapiens), Q9NXA8 | Purified SirT5, succinyl-peptide AMC, trypsin-coupled fluorescence; in the data active = inhibition above about 15%; inconclusive = no clear call, values can overlap the other calls
# Target sequence (Q9NXA8 whole entry, looked up): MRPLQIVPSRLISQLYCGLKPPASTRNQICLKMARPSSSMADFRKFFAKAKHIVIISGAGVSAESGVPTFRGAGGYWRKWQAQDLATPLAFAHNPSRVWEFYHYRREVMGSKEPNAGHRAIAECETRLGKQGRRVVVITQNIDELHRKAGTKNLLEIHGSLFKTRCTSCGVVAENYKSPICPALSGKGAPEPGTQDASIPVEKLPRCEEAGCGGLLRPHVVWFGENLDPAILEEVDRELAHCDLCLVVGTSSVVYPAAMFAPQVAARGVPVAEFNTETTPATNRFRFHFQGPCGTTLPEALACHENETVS
# ERp5 block: inhibitors of ERp5-driven insulin aggregation, primary screen, biochemical, turbidity, absorbance 650 nm, single point; inhibition, % at 9.99 µM; 90 min; 0.05% of 350,000 active; AID 651711, 2012;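 active = mean replicate inhibition above about 25%, with every replicate also reaching it, limit read from the data, passing the limit was not always enough; inconclusive = only one of those two criteria met; inactive = neither criterion met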
# Target sequence (Q15084 whole entry, looked up): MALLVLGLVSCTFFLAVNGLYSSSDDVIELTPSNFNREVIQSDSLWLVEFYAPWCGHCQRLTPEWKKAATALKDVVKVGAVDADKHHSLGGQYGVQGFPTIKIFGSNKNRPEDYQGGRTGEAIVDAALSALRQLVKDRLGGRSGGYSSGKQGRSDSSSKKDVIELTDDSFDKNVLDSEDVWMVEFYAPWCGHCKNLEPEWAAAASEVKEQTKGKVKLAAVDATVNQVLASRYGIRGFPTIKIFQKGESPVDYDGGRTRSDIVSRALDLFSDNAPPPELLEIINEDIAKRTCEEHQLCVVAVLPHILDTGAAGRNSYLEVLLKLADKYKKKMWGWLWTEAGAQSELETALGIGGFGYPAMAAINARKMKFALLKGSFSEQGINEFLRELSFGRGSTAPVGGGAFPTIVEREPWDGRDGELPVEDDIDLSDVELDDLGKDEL
# miR-122 sensor: miR-122 Renilla sensor signal increase in Huh7, primary screen, miR-122 inhibitor project, cell-based, single point, plate reader | Huh7 miR-122 Renilla luciferase sensor, 48 h; neutral wells = 0, positive control = 100 | activation (reporter increase), % at 12.5 µM | 0.3% of 340,000 active | AID 602342, 2012;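 active = mean replicate activation score at least 90 and every replicate individually at or above 90; inconclusive = only one of the two criteria met; inactive = neither criterion met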;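 note: higher luciferase means less miR-122 activity so hits act as miR-122 inhibitors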
# Starred values were filed as active, the others as inactive; u = inconclusive; x = not tested or not shown; & = joins results of further samples; [ ] = remark or other dose.
SMILES,Statin myotox sup,ARNT-TACC3 inh,Cneo AK release,esBAF inh,SIRT5 block,ERp5 block,miR-122 sensor
CC(=O)c1ccc(N2CCN(C(=O)Cc3cccs3)CC2)cc1,1,-9,153*,22,4,16,-1
Cc1noc(C)c1NC(=O)N(C)C[C@@H]1OCc2ccccc2-c2ccccc2C(=O)N([C@H](C)CO)C[C@@H]1C,-15,-4,0,7,2,1,x
CCOC(=O)c1sc(NC(=O)CSc2nc(O)c(Cc3ccccc3)c(=O)[nH]2)nc1C,x,-2,x,x,7,1,x
COc1cccc(-c2nnc(SCC(=O)Nc3ccc(OC)c(OC)c3)n2N)c1,5,-3,0,7,x,x,1
CS(=O)(=O)Nc1ccccc1C(=O)Nc1cccc(Cl)c1,-26,-3,-8,-15,-4,u,2
CCn1c(=O)c(C(=O)NC(C)c2ccccc2)c(O)c2ccccc21 (stereo unspecified),13,24,-1,-4,-2,-1,-1
CCC(=O)Nc1nc2ccccc2n1Cc1ccccc1,3,15,-2,-3,x,x,0
CC(=O)N(C)C[C@@H]1Oc2cc(C#CC(C)(C)O)ccc2S(=O)(=O)N([C@@H](C)CO)C[C@H]1C,2,-7,4,2,0,-1,-1[16.7 µM]
C[C@H]1CN([C@@H](C)CO)C(=O)Cc2cc(NC(=O)C3CC3)ccc2O[C@H]1CN(C)Cc1ccc(-c2ccccc2)cc1,44,36,112*,-5,-1,-4,1[16.7 µM]
COc1ccc(OC)c(C2NC(=O)N(C)C(C)=C2C(=O)OCc2ccccc2)c1 (stereo unspecified),-25,-3,6,7,-5,4,-3
COc1ccc2cc3c(N)c(C(=O)NCc4ccco4)sc3nc2c1,-1,7,-4,72*,x,x,-2
CCOC(=O)c1[nH]c(C)c(C(=O)Nc2ccccc2C)c1C,-33,-2,-1,12,x,5,138*
Cc1c(NC(=O)/C=C/c2cn(-c3ccccc3)nc2-c2ccc(F)cc2)c(=O)n(-c2ccccc2)n1C,26,x,-9,7,-1,-2,-24
Cc1cc(CC(C)C)n(-c2nc3ccccc3c(=O)n2OCC(N)=O)n1,-14,-33,-1,6,x,x,-2
CCc1cccc(C)c1NC(=O)COC(=O)CNS(=O)(=O)/C=C/c1ccccc1,0,2,0,-5,x,x,-4
Cc1ccc(NC(=O)C2(S(=O)(=O)c3ccc(Cl)cc3)CC2)c(Br)c1,20,-5,-1,-4,-8,2,-4
CC(C)NC(=O)N(C)C[C@@H]1Oc2ccc(NC(=O)Nc3ccc(F)cc3)cc2C(=O)N([C@H](C)CO)C[C@H]1C,9,-5,-3,4,-4,1,4[16.7 µM]
CCOC(=O)c1ccc(NC(=O)CCc2nnc3ccc(N4CCCC4)nn23)cc1,10,-3,12,-4,1,-1,x
Cc1ccc(S(=O)(=O)N[C@H]2C=C[C@H](CC(=O)NCCN3CCCCC3)O[C@@H]2CO)cc1,-9,-1,7,-4,-1,2,-5[16.7 µM]
CCOc1ccc(NC(=O)CCNS(=O)(=O)c2ccc3c(c2)CCC(=O)N3)cc1,x,-4,x,x,-1,u,x
CCN(CC)S(=O)(=O)c1ccc(N2CCOCC2)c(NC(=O)c2cc3ccccc3oc2=O)c1,x,19,0,x,1,-2,2
CO[C@H]1CN(C)C(=O)c2cc(NC(=O)c3ccc4c(c3)OCO4)ccc2OC[C@@H](C)N(CC2CC2)C[C@@H]1C,2,-2,0,-1,2,-9,x
Cc1cc(C(=O)NC(=S)Nc2ccccc2N2CCCC2)ccc1[N+](=O)[O-],x,-2,2,x,x,2,-3
CCN(C[C@H]1N[C@@](CC)(C(=O)OC)[C@H]2C(=O)N(C)C(=O)[C@@H]12)C(=O)Nc1ccc(C)cc1,2,-4,1,19,-5,4,x
CCC(c1nnnn1Cc1ccco1)N1CCN(c2cc(Cl)ccc2C)CC1 (stereo unspecified),3,-15,-2,-6,x,x,-2
CCSC1=NC(C)(C)C=C(C)N1,2,5,-2,-4,x,x,-5
C[C@@H]1CN([C@@H](C)CO)C(=O)c2cc(NS(=O)(=O)c3ccc(Cl)cc3)ccc2O[C@@H](C)CCCCO[C@@H]1CN(C)S(=O)(=O)c1cccs1,x,-5,4,16,9,0,7[16.7 µM]
C[C@@H]1CN([C@@H](C)CO)C(=O)c2cc(NC(=O)Nc3ccc4c(c3)OCO4)ccc2O[C@@H](C)CCCCO[C@@H]1CN(C)C(=O)c1ccccc1,x,23,-2,-5,2,0,6[16.7 µM]
CCCc1ccc(Oc2cn[nH]c2-c2ccc(O)c(C)c2O)cc1,-33,6,2,-5,x,x,14
CN(C)S(=O)(=O)c1ccc(C(=O)Nc2nc3ccccc3[nH]2)cc1,5,-3,-1,66*,-2,0,x

# A section from further up:
SMILES,Statin myotox sup,ARNT-TACC3 inh,Cneo AK release,esBAF inh,SIRT5 block,ERp5 block,miR-122 sensor
CCSC1=NC(C)(C)C=C(C)N1,2,5,-2,-4,x,x,-5
C[C@@H]1CN([C@@H](C)CO)C(=O)c2cc(NS(=O)(=O)c3ccc(Cl)cc3)ccc2O[C@@H](C)CCCCO[C@@H]1CN(C)S(=O)(=O)c1cccs1,x,-5,4,16,9,0,7[16.7 µM]
C[C@@H]1CN([C@@H](C)CO)C(=O)c2cc(NC(=O)Nc3ccc4c(c3)OCO4)ccc2O[C@@H](C)CCCCO[C@@H]1CN(C)C(=O)c1ccccc1,x,23,-2,-5,2,0,6[16.7 µM]
CCCc1ccc(Oc2cn[nH]c2-c2ccc(O)c(C)c2O)cc1,-33,6,2,-5,x,x,14
CN(C)S(=O)(=O)c1ccc(C(=O)Nc2nc3ccccc3[nH]2)cc1,5,-3,-1,66*,-2,0,x

# Next records
SMILES,Statin myotox sup,ARNT-TACC3 inh,Cneo AK release,esBAF inh,SIRT5 block,ERp5 block,miR-122 sensor
C[C@@H]1CCCCO[C@@H](CN(C)Cc2ccccc2)[C@@H](C)CN([C@@H](C)CO)C(=O)c2cc(NC(=O)NC3CCCCC3)ccc2O1,x,-8,4,2,1,0,2[16.7 µM]
Cc1ccc(S(=O)(=O)Nc2ccc3c(c2)C(=O)N([C@H](C)CO)C[C@H](C)[C@H](CN(C)C(=O)Cc2ccccc2)OCCCC[C@H](C)O3)cc1,x,35,17,3,16*,-3,-13[16.7 µM]
COc1ccc(C2CC(c3ccccc3)=NN2C(=O)c2cccs2)cc1 (stereo unspecified),-9,-3,0,47*,x,x,x
N#CC1=C(N)OC2=C(CN(Cc3ccccc3)C/C2=C\c2cccnc2)C1c1cccnc1 (stereo unspecified),-4,2,0,-7,x,x,1
CCCCOc1ccc(N2C(=O)CC(N(O)c3ccccc3)C2=O)cc1 (stereo unspecified),11,-3,0,0,x,x,6
O=C(NC(=S)Nc1ccc(Cc2ccncc2)cc1)c1ccc(F)cc1,x,-20,x,x,-5,4,x
CC(C)(C)c1ccc(CS(=O)(=O)CC(O)CN2CCCC2=O)cc1 (stereo unspecified),4,-3,0,-6,1,0,0
O=C(O)/C=C/c1ccc2noc(-c3ccccc3)c2c1,-18,-1,0,14,3,4,-3
CC1Sc2ccc(C(=O)O)cc2NC1=O (stereo unspecified),2,-1,2,-5,x,x,0
CO[C@@H]1CN(C)C(=O)c2ccc(NC(=O)Cc3ccccc3)cc2OC[C@H](C)NC[C@H]1C,-6,0,-1,12,0,1,-1[16.7 µM]
COc1ccc(-c2nnc(SCC(C)C)o2)cc1,x,-5,-14,x,-5,-3,6
O=C(O)c1cccc2c1C(=O)c1ccc(-c3ccc(Cl)c(C(F)(F)F)c3)cc1S2(=O)=O,-8,-1,-1,21,x,x,-5
Cc1coc2c(C)c3oc(=O)c(CCC(=O)N[C@@H](C)C(=O)N[C@@H](Cc4ccccc4)C(=O)O)c(C)c3cc12,2,74*,0,-12,26*,1,-6
CCCCN(C(=O)c1cc(Cl)nc2ccccc12)c1c(N)n(CCCC)c(=O)[nH]c1=O,16,2,5,1,-1,2,0
O=[N+]([O-])c1cccc(S(=O)(=O)NCCc2ccccc2)c1,5,-3,0,6,1,4,33
CC(C)CC1C(=O)N(Cc2cn(CC3CCCCC3)nn2)CCS(=O)(=O)N1Cc1ccc(-c2ccc(Cl)c(Cl)c2)cc1 (stereo unspecified),3,x,2,8,19*,3,-4
O=c1oc2ccc(Br)cc2cc1-c1nc2ccccc2o1,52,3,2,18,-1,2,-4
O=C(NCCCn1ccnc1)c1cc2c(s1)CCCCC2,-5,10,x,7,x,x,9
COc1ccc(C(=O)c2oc3ccc(Br)cc3c2NC(C)=O)cc1,13,-8&-6,-3&-6,-1&-1,0,8,x
CNC[C@@H]1Oc2cc(C#Cc3cccc(OC)c3)ccc2S(=O)(=O)N([C@@H](C)CO)C[C@H]1C,6,6,2,1,-10,3,-1[16.7 µM]
Cc1cc(-c2nnc(SCC(=O)Nc3ccccc3F)n2N)n[nH]1,5,-2,-1,1,0,x,-1
Cc1cc(N)n(-c2cc(C)c3ccccc3n2)n1,x,-1,x,x,1,-1,x
COCC(=O)Nc1ccc2c(c1)OC[C@@H](C)N(CCc1ccccc1)C[C@@H](C)[C@H](OC)CN(C)C2=O,-5,-4,-2,3,31*,-2,-4[16.7 µM]
COc1cccc(NC(=O)CCCCCn2nnc3ccccc3c2=O)c1,-2,-36,x,-2,-3,5,x
CCOC(=O)c1c(C)[nH]c(C(=O)OCC(=O)Nc2ccc(OC)c(Cl)c2)c1C,-3,-2,-1,-1,x,x,6
CCn1c(/C=C2\C(=O)N(C)c3ccccc32)nc2ccccc2c1=O,14,-10,3,-2,x,x,-7
C[C@H]1CN([C@@H](C)CO)S(=O)(=O)c2ccc(-c3ccc(C#N)cc3)cc2O[C@@H]1CN(C)C(=O)Nc1cc(F)ccc1F,-38,-11,-2,-3,-1,1,17[16.7 µM]
CS(=O)(=O)C1=NSC2=NC(=O)/C(=C\c3cccn3-c3ccccc3Cl)C(=N)N21,x,4,x,x,5,-7,x
Cc1ccc(C(C(=O)NCc2ccco2)N(C(=O)CNC(=O)c2cccs2)c2ccc(C)cc2C)cc1 (stereo unspecified),8,17,-1,-4,-2,0,-1
COC(=O)[C@]1(Cc2ccccc2)N[C@H](CN(C)C(=O)NC(C)C)[C@@H]2C(=O)N(Cc3ccccc3)C(=O)[C@@H]21,1,23,-3,0,-4,0,-8
Cc1nc(C(=O)Nc2ccccc2)sc1C1(C)CC(c2cccc([N+](=O)[O-])c2)=NO1 (stereo unspecified),11,-10,-5,7,x,-2,-2
Cc1cc(C)c(S(=O)(=O)NCc2ccccn2)c(C)c1,1,-3,1,-8,-7,-3,15
CC(C)(C)NC(=O)Nc1ccccc1C(N)=O,-3,8,0,-4,x,x,3
CN(C(=O)c1ccc(Cl)cc1)C1CCS(=O)(=O)C1 (stereo unspecified),4,7,-1,1,-4,3,1
OCCCN1CCN(CCOc2ccccc2-c2ccccc2)CC1,x,-6,x,x,0,0,x
COc1ccc2nc(NCCCO)[nH]c2c1,-2,-3,-3,1,x,x,x
COc1ccccc1-c1cc(C(F)(F)F)nc(S(=O)(=O)CCCC(=O)NC(C)C)n1,x,0,4,x,x,x,6
Cc1ccc(OCCNC(=O)CCNC(=O)c2ccc(Cl)cc2)cc1,2,0,2,1,-4,-2,-2
Cc1cc(OC(=O)N2CCCCC2)cc(C)c1Cl,6,-2,1,5,x,x,-4
COc1ccc2c(ccc[n+]2CC(=O)c2ccc(C)cc2)c1,14,21,4,-2,-3,3,-1
C[C@@H]1CN([C@@H](C)CO)C(=O)c2cc(Br)cnc2O[C@H]1CN(C)CC1CCCC1,-2,-2,-12,-2,0,-6,5[16.7 µM]
O=c1c2ccccc2sn1-c1ccc(F)cc1,1,-5,-1,34,x,5,2
